N-glyco inh: increase of ERlucT glycosylation luciferase signal, primary screen, N-linked glycosylation inhibitor project, D54 ERlucT cells, luminescence, set 2. D54 ERlucT glycosylation luciferase reporter, 24 h; percent of 100 nM tunicamycin response. reporter increase, % at 12.5 µM. 360,000 tested, 0.23% active. AID 588692, 2011;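 active = mean luciferase reporter signal, scaled so untreated is 0 and the glycosylation-blocking control 100, at or above a set limit in every replicate; inconclusive = mean reaches the limit but not every replicate does; inactive = mean below the limit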;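 also: luciferase carries N-glycosylation sites so blocking glycosylation raises the light; 0% = median of neutral control wells and 100% = median of 100 nM tunicamycin wells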
Vif imaging: HIV Vif self-association inhibitors, primary screen, imaging, HEK293T, single point; inhibition, % at 7.49 µM; HEK293T cells, Vif self-association by quenched fluorescence, 24 h; AID 602346, 2012; 340,000 tested, 0.35% active; in the data active = inhibition above about 50%, passing the limit was not always enough; inconclusive = no clear call, values can overlap the other calls; inactive = below about 31%; also: some results filed as inactive read as strong as hits
H9c2 protect: cardioprotection against H2O2-induced cell death, primary screen, uHTS, H9c2 cells, ATPLite luminescence. H9c2 cardiomyocytes, H2O2 injury protection, 2 h. protection from H2O2 cell death, % at 20 µM. 360,000 tested, 0.63% active. AID 588492, 2011;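 active = compounds giving at least 50% protection of heart cells from peroxide-induced death in the single-dose screen, raw or plate-pattern-corrected value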;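 also: 0% = DMSO wells with peroxide and 100% = DMSO wells without peroxide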
PDI inh: inhibitors of human PDI, primary screen, biochemical, turbidity, single point, plate reader. Protein disulfide-isomerase (Homo sapiens), P07237. PDI insulin aggregation turbidity, A650, 90 min. inhibition, % at 10 µM. 350,000 tested, 0.052% active. AID 588391, 2011;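 active = mean inhibition across replicates of 30% or more, whatever share of single replicates reach that level; inconclusive = mean inhibition below 30% while every single replicate reaches 30%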;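 also: absorbance from insulin aggregation driven by PDI reduction with DTT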
Target sequence (P07237 whole entry, looked up): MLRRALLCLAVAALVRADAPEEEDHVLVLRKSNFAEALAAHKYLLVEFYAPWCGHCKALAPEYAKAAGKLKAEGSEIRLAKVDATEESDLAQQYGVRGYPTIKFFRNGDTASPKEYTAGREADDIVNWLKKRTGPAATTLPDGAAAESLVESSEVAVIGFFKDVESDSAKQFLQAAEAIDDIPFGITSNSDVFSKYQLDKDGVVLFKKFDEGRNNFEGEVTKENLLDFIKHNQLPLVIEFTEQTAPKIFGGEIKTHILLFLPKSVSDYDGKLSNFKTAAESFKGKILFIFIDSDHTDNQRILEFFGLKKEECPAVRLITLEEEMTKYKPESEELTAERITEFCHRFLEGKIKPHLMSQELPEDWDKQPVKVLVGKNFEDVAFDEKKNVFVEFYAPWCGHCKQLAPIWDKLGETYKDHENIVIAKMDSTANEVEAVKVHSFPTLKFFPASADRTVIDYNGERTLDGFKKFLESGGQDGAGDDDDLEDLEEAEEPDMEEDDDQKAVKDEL
ABCB6 inh 2: ABCB6 transporter inhibitors, primary screen, K562-ABCB6 cells, flow cytometry, MLPCN library; fluorescence ratio to DMSO, % at 10 µM; ATP-binding cassette sub-family B member 6 (Homo sapiens), Q9NP58; K562-ABCB6 porphyrin accumulation, 1 h; active compounds read low; AID 602162, 2011; 360,000 tested, 0.19% active;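 active = fluorescence ratio to DMSO below 75%, the collection mean minus 3 SD; inconclusive = too few cells collected in the well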;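 also: signal is porphyrin accumulated inside mitochondria; 100% equals median channel fluorescence of DMSO control wells; lower ratio means ABCB6 inhibition with less porphyrin fluorescence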
HTR2A ag: mouse Htr2a agonists via beta-arrestin recruitment, primary screen, cell-based, luminescence | CHO-K1 mHTR2A beta-arrestin complementation; percent of 30 µM serotonin response | AID 624169, 2012 | 360,000 tested, 0.66% active | activation, % at 7.6 µM;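 active = activation above a run cutoff, the mean activation of all tested compounds plus 3 SD, cut at about 14% in these data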;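 also: 0% = plate median of compound wells and 100% = 30 µM serotonin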
Target sequence (P35363 whole entry, looked up): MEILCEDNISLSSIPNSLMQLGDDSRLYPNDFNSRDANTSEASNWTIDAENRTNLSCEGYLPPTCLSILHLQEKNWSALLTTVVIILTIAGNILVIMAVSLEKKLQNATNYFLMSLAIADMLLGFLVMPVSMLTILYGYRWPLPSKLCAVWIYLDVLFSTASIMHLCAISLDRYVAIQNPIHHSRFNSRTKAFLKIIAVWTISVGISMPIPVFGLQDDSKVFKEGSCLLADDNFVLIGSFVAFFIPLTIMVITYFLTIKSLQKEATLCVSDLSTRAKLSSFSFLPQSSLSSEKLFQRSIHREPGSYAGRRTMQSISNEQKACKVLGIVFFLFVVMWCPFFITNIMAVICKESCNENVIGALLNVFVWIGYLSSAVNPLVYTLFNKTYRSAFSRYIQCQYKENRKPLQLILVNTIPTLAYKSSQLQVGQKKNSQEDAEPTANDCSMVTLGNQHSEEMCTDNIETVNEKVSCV
iPSC survival up: enhancers of single-cell hiPSC survival, primary screen, ATPlite luminescence; 100% = ROCK inhibitor wells, 0% = DMSO; survival enhancement, % at 20 µM; 360,000 tested, 0.044% active; AID 602274, 2012; in the data active = survival enhancement above about 18%;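 also: cells exposed to compounds for 16 hours before the ATP read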
Exocytosis inh: LAMP-1 surface exposure blockers, TALL-104 cells – cell-based, flow cytometry, MLPCN library, primary screen; TALL-104 LAMP-1 surface exposure; cells stimulated with thapsigargin and PMA; inhibition, % at 10 µM; 360,000 tested, 0.66% active;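 active = inhibition above about 55%, limit read from the data; inconclusive = no clear call, values can overlap the other calls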
aDG glyco act: activators of alpha-DG glycosylation, primary screen, uHTS, Pro5-aDG cells, AlphaScreen; alpha-DG glycosylation AlphaScreen (IIH6); 0% Pro5, 100% B10-LARGE cell signal; activation, % at 10 µM; 360,000 tested, 0.22% active; AID 624168, 2012;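 active = activation of at least 8% versus controls, or a plate z-score of at least 8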;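 also: Pro5 are CHO cells carrying HIG-tagged alpha-DG that lacks glycosylation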
CaV13 FRET inh: Disruptors of the CACNA1D IQ motif to Ca2+-dependent inactivation inhibitor domain association, primary screening, Förster resonance energy transfer in intact living …; HEK cells, CFP/YFP FRET ICDI-IQ, plate reader, 10 min; percent FRET-ratio fall versus neutral wells; inhibition, % at 12.3 µM; AID 743397; 340,000 tested, 0.098% active;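 active = mean replicate inhibition of at least 30% and at least 1% of replicates passing that level; inconclusive = only one of the two criteria is met; inactive = neither criterion is met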;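 also: 0% = median of the neutral control wells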
* marks the source's active call; other numbers are inactive results; ? = inconclusive; . = not tested or not shown; & = joins results of further samples.

Each structure is followed by: N-glyco inh | Vif imaging | H9c2 protect | PDI inh | ABCB6 inh 2 | HTR2A ag | iPSC survival up | Exocytosis inh | aDG glyco act | CaV13 FRET inh
- CCOc1ccc(N(CC(=O)NCc2ccc(OC)cc2)C(=O)CCC(=O)Nc2nccs2)cc1
  2 | 5 | 2 | 4 | 91 | 0 | 1.5 | -8 | 0.0 | -4
- Cc1cccc(OCC(=O)Nc2ccc3c(C)cc(=O)oc3c2)c1
  3 | 0 | -9 | 3 | 99 | -2 | -1.3 | 2 | 0.4 | -18
- COc1ccc(C)cc1-n1nnnc1SCC(=O)NC(=O)NCc1ccco1
  1 | -3 | 4 | 6 | 98 | -4 | 0.9 | -1 | 0.4 | -9
- CC(C)(C)OC(=O)N1CCC(c2c(C(=O)N3CCN(C4CCCCC4)CC3)cnn2-c2ccccc2)CC1
  -2 | 3 | 4 | 4 | 103 | 3 | -0.4 | 24 | 0.1 | -3
- COCC(=O)O[C@]1(CCN(C)CCCc2nc3ccccc3[nH]2)CCc2cc(F)ccc2[C@@H]1C(C)C
  -11 | 1 | -41 | 19 | 95 | -3 | -4.7 | 63* | 1.1 | -5
- O=C(CCN1CCCC1)c1cccs1
  -2 | -1 | -14 | -1 | 104 | -1 | 1.9 | 4 | 0.1 | -3
- CCN(c1ccccc1)S(=O)(=O)c1ccc(C(=O)N2CC(C)CC(C)C2)cc1 (centres undefined)
  -3 | -14 | -5 | 0 | 101 | -4 | 0.1 | -1 | 0.4 | -4
- COc1ccc(CC(N)c2csc(NC(=O)Nc3ccccc3C(C)C)n2)cc1 (centres undefined)
  -5 | -1 | -8 | 19 | 97 | -3 | -4.4 | 3 | 2.0 | -6
- O=C(NCN1CCCCC1)c1cnccn1
  -1 | 0 | 12 | -3 | 95 | 6 | 0.9 | -1 | 0.0 | .
- Oc1cccc(-c2nc3c4c(ncn3n2)-c2ccccc2CC42CCCC2)c1
  -4 | -24 | -25 | ? | 103 | 1 | 1.8 | 34 | 0.0 | -8
- COc1cccc2cc(C(=O)NCc3ccccn3)c(=O)oc12
  0 | 3 | -23 | 0 | 99 | 2 | -4.7 | -6 | 0.0 | -7
- C#CC[N+](C)(C)C(C#Cc1ccccc1)CC=C (centres undefined)
  6 | 2 | 2 | -7 | 104 | -1 | 0.7 | -4 | -0.3 | .
- COc1ccc(OCC(=O)Nc2cccc(-c3nc4ccccc4[nH]3)c2)cc1
  2 | 6 | 44 | 5 | 96 | 0 | 0.1 | 6 | 0.1 | -7
- c1ccc(C[C@H]2CNCCN2CC2(c3ccccc3)CC2)cc1
  0 | . | -6 | -7 | 98 | -7 | 5.0 | -6 | 0.2 | -9
- NC(=O)CC(NC(=O)c1ccccc1)c1ccc(NCc2ccccn2)c([N+](=O)[O-])c1 (centres undefined)
  1 | . | 11 | -6 | 106 | -6 | 5.7 | -3 | 0.0 | -6

Reformatted as a markdown table: part of the list above
| canonical_smiles | N-glyco inh | Vif imaging | H9c2 protect | PDI inh | ABCB6 inh 2 | HTR2A ag | iPSC survival up | Exocytosis inh | aDG glyco act | CaV13 FRET inh |
| --- | --- | --- | --- | --- | --- | --- | --- | --- | --- | --- |
| O=C(NCN1CCCCC1)c1cnccn1 | -1 | 0 | 12 | -3 | 95 | 6 | 0.9 | -1 | 0.0 | . |
| Oc1cccc(-c2nc3c4c(ncn3n2)-c2ccccc2CC42CCCC2)c1 | -4 | -24 | -25 | ? | 103 | 1 | 1.8 | 34 | 0.0 | -8 |

Further structures:
Each structure is followed by: N-glyco inh | Vif imaging | H9c2 protect | PDI inh | ABCB6 inh 2 | HTR2A ag | iPSC survival up | Exocytosis inh | aDG glyco act | CaV13 FRET inh
- CCC(C)(C)NC(=O)c1cc(S(=O)(=O)N2CCCCC2)ccc1N1CCOCC1
  -2 | 7 | 1 | -1 | 98 | 0 | 0.2 | 1 | 0.2 | -5
- CCOC(=O)C1CCN(C(=O)c2ccccc2NS(=O)(=O)c2ccc(F)c(F)c2)CC1
  -1 | 1 | 1 | 16 | 92 | 7 | 0.9 | -2 | 0.3 | -2
- Cc1cccc(CN2CCC(C(=O)Nc3ccc(Oc4cccnc4)cc3)CC2)c1
  0 | 5 | 0 | -17 | 90 | -2 | 0.1 | 5 | 1.4 | .
- CCC(C(=O)OCC(=O)Nc1cc(Cl)cc(Cl)c1)c1ccccc1 (centres undefined)
  1 | -2 | -14 | -2 | 97 | -6 | 3.0 | 12 | 0.8 | -5
- Cc1cccc(OCCCC(=O)Nc2nccs2)c1
  -3 | 7 | 4 | -2 | 100 | -2 | 11 | -1 | -0.2 | -5
- O=C(Nc1ccc(Cl)cc1Cl)c1cccc(N2C(=O)C=CC2=O)c1
  -4 | -3 | -19 | -6 | 104 | 1 | 0.4 | 49 | -0.2 | -4
- Cc1ccc(S(=O)(=O)N2CCN(C(=O)COC(=O)c3cccc(Cl)c3)CC2)c(C)c1
  2 | -5 | -11 | -4 | 92 | 3 | -0.3 | 1 | 0.0 | -2
- CC1CN(/C=C/C(=O)C(F)(F)F)CC(C)O1 (centres undefined)
  1 | 14 | 7 | 16 | 96 | -3 | 0.9 | -1 | 0.1 | 0
- CC1CCN(C(=O)Cn2nnc(-c3ccc([N+](=O)[O-])cc3)n2)CC1
  0 | 4 | 1 | -14 | 100 | -3 | -0.9 | -1 | 0.0 | -2
- CCCCN(C1CCS(=O)(=O)C1)S(=O)(=O)c1cc(C)ccc1C (centres undefined)
  1 | 7 | -3 | -3 | 99 | 4 | -0.1 | 1 | 0.3 | -4
- Cc1cc(=O)[nH]c2c1c(C)nn2C1CCCCC1
  1 | -8 | -1 | 2 | 96 | 3 | -3.0 | -4 | -0.2 | -7
- CC(=O)N1CCN(Cc2nc3cc(NC(=O)C4CCCCC4)ccc3n2C)CC1
  -3 | -5 | -1 | -5 | 91 | 4 | 4.7 | 0 | 0.0 | -5
- CCCCNc1c(-c2cccc(SC(C)CC)c2)nc2ccc(Cl)cn12 (centres undefined)
  -4 | -3 | -5 | 2 | 95&100 | -1&-4 | 0.3&-3.3 | -4&9 | 0.1&-0.1 | -4&-14
- Cc1ccc(-n2c(-c3ccco3)n[nH]c2=S)cc1
  2 | -2 | 3 | 1 | 100 | 2 | 0.4 | 0 | 0.0 | -5
- O=C(OCC(=O)N1CCc2ccccc21)C1=COCCO1
  -1 | 23 | 7 | -6 | 80 | -1 | -1.8 | 0 | 0.0 | -4
- CCN(CC)c1ccc(NC(=O)COC(=O)C23CCC(=O)N2c2ccccc2S3)cc1 (centres undefined)
  -1 | -2 | -6 | 3 | 101 | -2 | -2.2 | -2 | -0.1 | -4
- NC1=NC[C@H](CC2CCCCC2)N1CCc1cc(C(F)(F)F)cc(C(F)(F)F)c1
  -12 | 3 | -30 | 0 | 97 | -5 | -2.1 | -6 | 0.1 | -5
- CCc1nnc(NC(=O)CCC(=O)Nc2ccccc2)s1
  1 | -7 | 38 | -3 | 89 | 1 | 2.0 | 0 | -0.2 | -2
- N#CC(c1nc2ccccc2nc1OCCO)S(=O)(=O)c1ccccc1 (centres undefined)
  0 | -2 | -2 | 9 | 97 | 2 | -0.4 | 0 | -0.1 | -1
- CCc1ccc(NC(=O)c2ccccc2NC(=O)C2CCCO2)cc1 (centres undefined)
  -3 | -5 | 2 | 5 | 104 | -7 | -2.4 | -2 | 0.0 | -8
- CCN1C(=O)/C(=C2/C=Cc3ccccc3N2C)OC1=S
  1 | 21 | 2 | 5 | 87 | 0 | 0.2 | 2 | 0.3 | -4
- Cc1cccc(NC(=O)c2cc([N+](=O)[O-])ccc2NC2CCCCC2)c1
  -2 | 2 | -16 | 2 | 90 | 1 | -0.4 | 0 | -0.2 | -4
- Cc1noc(C)c1CSc1nc2cc(S(=O)(=O)N3CCOCC3)ccc2o1
  1 | 1 | 5 | -4 | 106 | -1 | 8.5 | 0 | 0.0 | .
- NCCCCCc1nnc(SCc2cccc(Cl)c2)o1
  1 | 5 | 10 | 28 | 99 | -4 | -2.6 | -3 | 0.0 | -4
- Cc1cc(/C=N/n2cnnc2)c(C)n1-c1cc(Cl)ccc1Cl
  -5 | 0 | -6 | 0 | 95 | -4 | -1.1 | -1 | 0.5 | -7
- COc1ccc(-c2nc(C#N)c(NCc3ccco3)o2)cc1
  10 | -2 | -2 | 6 | 99 | -1 | -2.8 | 4 | -0.7 | -18
- COc1ccccc1NCCC(=O)OCC(=O)NC1CCCC(C)C1C (centres undefined)
  1 | 4 | -5 | 2 | 141 | 2 | -0.4 | 0 | -0.4 | 2
- CCN(C(=O)CCS(=O)(=O)c1cc2c(cc1Cl)NC(=O)CO2)c1ccccc1
  0 | 2 | 14 | . | 102 | 1 | -0.2 | 4 | 0.0 | -1
- CC(NS(=O)(=O)c1ccccc1)c1n[nH]c(=S)n1-c1ccccc1 (centres undefined)
  2 | 0 | 5 | 1 | 95 | 9 | -0.7 | -8 | 0.0 | -4
- CC(C)[C@H]1COCCS(=O)(=O)N1Cc1ccccc1-c1ccccc1
  -3 | 2 | -9 | -8 | 95 | -1 | -1.4 | -3 | 0.0 | -5
- CC(=O)Nc1ccc(C(=O)OCC(=O)Nc2ccc(S(=O)(=O)N3CCOCC3)cc2)cc1
  2 | 16 | 4 | 3 | 96 | -1 | -2.7 | 1 | 0.1 | -5

Molecules listed so far with a Cl atom (seven):
Each structure is followed by: N-glyco inh | Vif imaging | H9c2 protect | PDI inh | ABCB6 inh 2 | HTR2A ag | iPSC survival up | Exocytosis inh | aDG glyco act | CaV13 FRET inh
- CCC(C(=O)OCC(=O)Nc1cc(Cl)cc(Cl)c1)c1ccccc1 (centres undefined)
  1 | -2 | -14 | -2 | 97 | -6 | 3.0 | 12 | 0.8 | -5
- O=C(Nc1ccc(Cl)cc1Cl)c1cccc(N2C(=O)C=CC2=O)c1
  -4 | -3 | -19 | -6 | 104 | 1 | 0.4 | 49 | -0.2 | -4
- Cc1ccc(S(=O)(=O)N2CCN(C(=O)COC(=O)c3cccc(Cl)c3)CC2)c(C)c1
  2 | -5 | -11 | -4 | 92 | 3 | -0.3 | 1 | 0.0 | -2
- CCCCNc1c(-c2cccc(SC(C)CC)c2)nc2ccc(Cl)cn12 (centres undefined)
  -4 | -3 | -5 | 2 | 95&100 | -1&-4 | 0.3&-3.3 | -4&9 | 0.1&-0.1 | -4&-14
- NCCCCCc1nnc(SCc2cccc(Cl)c2)o1
  1 | 5 | 10 | 28 | 99 | -4 | -2.6 | -3 | 0.0 | -4
- Cc1cc(/C=N/n2cnnc2)c(C)n1-c1cc(Cl)ccc1Cl
  -5 | 0 | -6 | 0 | 95 | -4 | -1.1 | -1 | 0.5 | -7
- CCN(C(=O)CCS(=O)(=O)c1cc2c(cc1Cl)NC(=O)CO2)c1ccccc1
  0 | 2 | 14 | . | 102 | 1 | -0.2 | 4 | 0.0 | -1
